SIRT5 inh – inhibitors of human sirtuin-5 desuccinylase. Q9NXA8. Purified SirT5, succinyl-peptide AMC, trypsin-coupled fluorescence. inhibition, % at 15 µM. 330,000 tested, 1.1% active. AID 652115; in the data active = inhibition above about 15%; inconclusive = no clear call, values can overlap the other calls
Target sequence (Q9NXA8 whole entry, looked up): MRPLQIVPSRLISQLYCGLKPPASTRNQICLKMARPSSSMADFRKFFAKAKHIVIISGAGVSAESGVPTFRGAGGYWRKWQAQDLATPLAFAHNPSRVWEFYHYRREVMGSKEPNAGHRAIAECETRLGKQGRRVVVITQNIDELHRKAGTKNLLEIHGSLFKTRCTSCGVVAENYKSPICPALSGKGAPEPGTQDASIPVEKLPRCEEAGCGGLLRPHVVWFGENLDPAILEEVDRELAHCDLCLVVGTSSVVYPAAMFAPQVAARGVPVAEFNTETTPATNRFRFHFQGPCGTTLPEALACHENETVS
miR122 inh – inhibitors of miR-122 in Huh7 cells; Huh7 miR-122 Renilla luciferase sensor, 48 h; neutral wells = 0, positive control = 100; activation (reporter increase), % at 12.5 µM; 340,000 tested, 0.3% active; AID 602342;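 active = mean replicate activation score at least 90 and every replicate individually at or above 90; inconclusive = only one of the two criteria met; inactive = neither criterion met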;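 also: higher luciferase means less miR-122 activity so hits act as miR-122 inhibitors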
ERp5 inh – ERp5 (human) disulfide isomerase inhibition; ERp5 insulin aggregation, absorbance 650 nm, 90 min; 350,000 tested, 0.05% active; AID 651711; Q15084; inhibition, % at 9.99 µM;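 active = mean replicate inhibition above about 25%, with every replicate also reaching it, limit read from the data, passing the limit was not always enough; inconclusive = only one of those two criteria met; inactive = neither criterion met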
Target sequence (Q15084 whole entry, looked up): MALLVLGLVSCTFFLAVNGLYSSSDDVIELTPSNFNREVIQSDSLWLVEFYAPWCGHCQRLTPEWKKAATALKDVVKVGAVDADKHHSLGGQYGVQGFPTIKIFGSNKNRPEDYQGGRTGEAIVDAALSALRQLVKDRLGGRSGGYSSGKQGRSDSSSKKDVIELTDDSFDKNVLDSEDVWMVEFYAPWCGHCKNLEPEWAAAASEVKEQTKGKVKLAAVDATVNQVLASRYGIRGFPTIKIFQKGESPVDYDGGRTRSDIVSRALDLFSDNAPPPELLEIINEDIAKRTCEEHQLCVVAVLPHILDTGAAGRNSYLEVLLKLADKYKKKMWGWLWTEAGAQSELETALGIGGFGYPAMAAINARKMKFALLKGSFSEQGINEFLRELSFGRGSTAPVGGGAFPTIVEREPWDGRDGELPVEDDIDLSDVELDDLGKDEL
CASP6 VEID inh – caspase-6 (human) enzyme inhibition | purified caspase-6, Z-VEID-R110 cleavage fluorescence | inhibition, % at 12.5 µM | 350,000 tested, 0.53% active | AID 686996;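 active = mean inhibition across replicates at least about 35%, with every replicate also reaching that limit, limit read from the data; inconclusive = only one of the two criteria met; inactive = neither criterion met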;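 also: 0% = median of neutral control wells and 100% = no fluorescence left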
Target sequence (P55212 24-179 limits assumed): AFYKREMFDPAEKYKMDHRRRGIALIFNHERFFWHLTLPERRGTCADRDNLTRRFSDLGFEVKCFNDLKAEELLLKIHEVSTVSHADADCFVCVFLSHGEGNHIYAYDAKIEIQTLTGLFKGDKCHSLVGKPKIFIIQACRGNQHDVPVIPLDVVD
Target sequence (P55212 194-293 limits assumed): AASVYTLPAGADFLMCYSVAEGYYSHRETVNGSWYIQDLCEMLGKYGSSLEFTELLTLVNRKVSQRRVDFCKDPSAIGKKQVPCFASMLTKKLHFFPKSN
ERAP1 HTS inh – ERAP1 (human) enzyme inhibition; AID 652197; recombinant ERAP1, Leu-AMC fluorescence, 60 min; inhibition, % at 10.7 µM; 340,000 tested, 0.15% active;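 active = mean replicate inhibition of at least 30%, or all replicates individually reaching that 30% level; inactive = mean below 30% and not every replicate reaching it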;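 also: 0% = neutral control wells and 100% = L-leucinethiol positive control wells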
F508del corr – CFTR F508del correction in bronchial cells | CFBE cells, YFP halide quenching; stimulated with forskolin plus potentiator P3; % fluorescence drop versus neutral controls | activity (quench increase), % at 7.58 µM | 350,000 tested, 0.36% active | AID 720511;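 active = mean added fluorescence quench of at least 8% versus neutral control, with both replicates also reaching 8%; inconclusive = only one of the mean or replicate conditions met; inactive = mean below 8% and not both replicates reaching 8%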;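 also: cells transiently co-express mutant CFTR-F508del with the halide-sensitive YFP; corrector assay measuring rescue of mutant channel to the surface after 24 h compound exposure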
DENV2 CPE – protects cells from dengue virus 2 cytopathic effect | DENV2-infected cells, cytopathic effect rescue, plate reader | CPE inhibition, % at 9.99 µM | 350,000 tested, 1.7% active; in the data active = CPE inhibition above about 20%, passing the limit was not always enough; inconclusive = no clear call, values can overlap the other calls; tested in BHK-21 cells;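 also: 0% = median of neutral control wells and 100% = median of positive control wells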
Numbers without * were called inactive; ? = inconclusive; · = no result given; & = joins results of further samples; [ ] = dose if it differs, or a comment.

Under each structure – F508del corr | DENV2 CPE | ERAP1 HTS inh | ERp5 inh | SIRT5 inh | miR122 inh | CASP6 VEID inh
> COc1ccc(-c2ccc3c(c2)[C@H]2[C@H](CCN2C(=O)CN2CCOCC2)[C@@H](CO)N3)cc1
    -0.4 | 100* | 1 | 0 | -2 | -1[16.7 µM] | 1
> NC(=O)c1cc2c3ccccc3ccn2c1-c1ccccc1
    2.3 | 11 | -4 | -2 | -6 | 36 | 6
> O=C(CC(c1ccccc1)c1ccccc1)Nc1nn[nH]n1
    -1.2 | -3 | -2 | 0 | -2 | · | -2
> O=C(Nc1nnc(S(=O)(=O)N2CCCCCC2)s1)c1ccccc1Br
    0.7 | -7 | 0 | 0 | -1 | -4 | 1
> CN(C)C(=O)C[C@H]1CC[C@H]2[C@H](COc3ccc(NS(=O)(=O)c4cccc(F)c4)cc3C(=O)N2C)O1
    -2.8 | 4 | 1 | 0 | 3 | -1[16.7 µM] | -2
> COC(=O)c1ccc(Oc2nc(SC)nc(N(C)C)n2)cc1
    0.6 | 2 | 2 | -1 | -8 | 3 | -2
> CC(C)C[C@H](NC(=O)N1CCn2c1nc1ccccc12)C(=O)NC1CCCCC1
    0.0 | 7 | -1 | 0 | -1 | 1 | -3
> CCc1nc(SCC(=O)Nc2ccc(Br)cn2)n[nH]1
    -1.9 | 3 | 4 | -1 | -3 | -8 | -4
> N#C[C@@H]1N[C@@H](CO)[C@H]1c1ccc(-c2ccccc2F)cc1
    3.2 | -9 | 1 | 6 | -1 | · | 0
> C[C@H]1CCCCO[C@H](CN(C)C(=O)Nc2ccc(C(F)(F)F)cc2)[C@@H](C)CN([C@@H](C)CO)C(=O)c2cc(NC(=O)Nc3ccc(F)cc3)ccc2O1
    8.0* | -2 | 3 | 0 | 17* | -6[16.7 µM] | -1
> COc1ccc(NC(=O)CSc2nnc(-c3cc(C)[nH]n3)n2N)cc1
    0.4 | -3 | 2 | · | -3 | 4 | 0
> Nc1c(Cl)cc(Cl)cc1C(=O)OCC(=O)N1CCOCC1
    -0.8 | -4 | -7 | -10 | -26 | · | 3
> COc1cccc(N(C(=O)c2snc(C(N)=O)c2N)C(C(=O)NCC2CCCO2)c2ccc(C)o2)c1 (configuration not stated)
    0.0 | 2 | 6 | 1 | -5 | 0 | 6
> Cc1nn(-c2ccccc2)c(Cl)c1C(=O)NCCN(C)C
    0.9 | -5 | 0 | 4 | -5 | 7 | -3
> COc1ccc(NC(=O)CSc2nc3ccccc3cc2Cc2ccccc2)cc1
    -0.9 | · | -8 | 8 | -1 | · | 12
> CN(C)C(=O)c1ccc(-c2ccc([C@H]3[C@@H](C#N)N(C(=O)Cc4ccccn4)[C@H]3CO)cc2)cc1
    0.0 | -3 | -3 | 1 | 4 | · | 0
> C[C@H](CO)N1C[C@H](C)[C@@H](CN(C)S(C)(=O)=O)OCCCC[C@H](C)Oc2ccc(NS(C)(=O)=O)cc2C1=O
    -0.7 | -13 | · | · | · | -10[16.7 µM] | ·
> COc1cc(SC)ccc1C(=O)NCCCOC(C)C
    1.0 | 2 | -3 | -9 | 9 | -3 | -1
> CN1c2ccc(-c3ccccc3F)cc2[C@@H]2[C@@H](CCN2S(=O)(=O)c2ccc(F)cc2)[C@H]1CO
    2.0 | 20 | · | -2 | 5 | -5[16.7 µM] | ·
> C/C(=N\NC(=O)C1COc2ccccc2O1)c1ccc(N2CCOCC2)cc1 (configuration not stated)
    -0.1 | 6 | -4 | 4 | 3 | 1 | 0
> Cc1nc(Cl)sc1C(=O)Nc1ccc(C(C)(C)C)cc1
    -1.7 | -1 | -3 | -2 | -1 | -8 | 5
> CCc1nc(Nc2ccc(O)cc2)c2oc3ccccc3c2n1
    2.8 | 0 | 2 | 4 | -1 | · | -1
> COc1cc(/C=N/NC(=O)CNC(=O)/C=C/c2ccco2)cc(OC)c1OC
    1.7 | 16 | -1 | 4 | -3 | -2 | 1
> C#CC[N+](C)(C)CC#Cc1ccc(Cl)cc1
    -0.4 | -2 | -3 | -3 | -1 | · | -5
> O=C(N/N=C/c1ccccc1C(F)(F)F)c1ccc2nc[nH]c2c1
    -0.8 | 3 | -1 | -13 | -1 | 4 | -3
> C[C@H](CO)N1C[C@H](C)[C@H](CN(C)Cc2ccccc2C(F)(F)F)OCc2ccccc2-c2c(n(C)c3ccccc23)C1=O
    -5.0 | 26* | -3 | 3 | 0 | · | 1
> O=C(O)C1CCN(Cc2ccccn2)CC1
    -3.2 | -1 | 3 | -2 | -2 | -1 | 1
> COc1cc(NC(=O)COC(=O)CO/N=C(\C)c2ccc3c(c2)OCO3)cc(OC)c1
    -0.9 | -3 | 6 | 3 | -5 | · | -1
> C/C=C/c1ccc([C@@H]2[C@H](CO)N(C(=O)c3ccccn3)C23CN(CCC(F)(F)F)C3)cc1
    1.3 | -11 | -4 | 0 | 7 | · | 1
> COc1cc(C(=O)OCC(=O)Nc2cc(S(=O)(=O)N3CCOCC3)ccc2C)ccc1OCC(C)C
    3.4 | -1 | -7 | 12 | -6 | · | 0
> C[C@H](CO)N1C[C@H](C)[C@H](CN(C)CC2CC2)Oc2cc(C#Cc3ccccc3F)ccc2S1(=O)=O
    0.7 | ? | -3 | -4 | -1 | -10[16.7 µM] | 0
> C[C@H]1CCCCO[C@@H](CN(C)C(=O)Nc2ccc3c(c2)OCO3)[C@@H](C)CN([C@@H](C)CO)C(=O)c2cc(NC(=O)Nc3ccc(C(F)(F)F)cc3)ccc2O1
    6.0 | 3 | -1 | 4 | -1 | -5[16.7 µM] | 3
> CC(c1ccccc1)N1CCn2c(nc3cc(NS(C)(=O)=O)ccc32)C1 (configuration not stated)
    2.5 | -4 | 9 | 8 | -4 | -2 | -4
> CCC(=O)N1CC2(CN(C(=O)NC(C)C)C2)c2c(n(C)c3cc(OC)ccc23)[C@@H]1CO
    -1.0 | 2 | 1 | -8 | · | · | ·
> C[C@H](CO)N1C[C@H](C)[C@H](CN(C)CC2CC2)OCCCC[C@H](C)Oc2ccc(NC(=O)c3ccncc3)cc2C1=O
    -1.8 | 2 | -1 | 4 | -7 | 2[16.7 µM] | 1
> CC(Sc1ccccc1)C(=O)NN=C1CCCC1 (configuration not stated)
    1.4 | · | 1 | 1 | 3 | -3 | -1
> O=C(Oc1cccc([N+](=O)[O-])c1)C1CCN(C(=O)c2ccc(F)cc2)CC1
    -0.5 | -7 | -1 | -7 | -1 | -2 | 2
> OC1CCC(Nc2ncnc3sccc23)CC1 (configuration not stated)
    -4.7 | -7 | -2 | 0 | 1 | -1 | 5
> Cc1onc(C(=O)N2CCN(c3ccccc3F)CC2)c1-c1ccccc1Cl
    · | 3 | 2 | -1 | -1 | · | 3
> CCN(c1ccccc1)S(=O)(=O)c1ccc(Cl)c(NC(=O)c2ccc(=O)[nH]n2)c1
    -0.8 | -4 | -3 | -3 | -4 | -2 | 3
> CCCCNC(=O)C1C(c2ccc(OC)cc2)=Nc2ccccc2N1C(=O)Cc1cc(OC)cc(OC)c1 (configuration not stated)
    -3.1 | · | 4 | -3 | · | · | 0
> CNC[C@@H]1Oc2ccc(NC(=O)Nc3ccc(C(F)(F)F)cc3)cc2CC(=O)N([C@@H](C)CO)C[C@@H]1C
    -5.1 | 13 | -1 | 4 | 3 | -2[16.7 µM] | -3
> Cc1ccccc1S(=O)(=O)NC(=O)C1(C)CCN1C(=O)Cc1ccc(Cl)cc1Cl (configuration not stated)
    2.3 | -6 | 9 | -1 | -2 | · | -1
> Cn1c(SCC(=O)Nc2ccccc2F)nnc1-c1cccs1
    4.7 | ? | -2 | 3 | -1 | -2 | 1
> COc1ccc(C(=O)Nc2c(O)ccc3ccccc23)cc1
    -2.7 | -5 | · | 2 | · | 3 | 9
> CCOC(=O)c1c(C)nc(C)c(C(=O)OCC)c1-c1cccc([N+](=O)[O-])c1
    0.5 | 10 | 1 | 5 | · | -4 | 2
> O=C(C[C@@H]1C[C@@H]2c3cc(NC(=O)c4cccnc4)ccc3O[C@@H]2[C@@H](CO)O1)NC1CCCC1
    -0.5 | 13 | -6 | 4 | -4 | · | 0
> CC(=O)C1=C(O)C(=O)N(c2ccc(O)cc2)C1c1ccc(Cl)cc1 (configuration not stated)
    -2.7 | 3 | 3 | 5 | -7 | · | 1
> CCOc1ccc(-n2ccc(=O)c(C(=O)Nc3ccc(S(=O)(=O)N4CCOCC4)cc3)n2)cc1
    0.4 | ? | -1 | · | -1 | -4 | 2
> CN(C)C(=O)c1cccc(-c2ccc(C3[C@H]4CNC[C@@H]3N4Cc3cc(-c4ccccc4)on3)cc2)c1 (some centres not stated)
    0.8&-2.1 | 0&-3 | 2&0 | 1&0 | -3&-1 | · | -14&0
> COc1cccc(CN(C)C(=O)Cc2c[nH]c3ccccc23)c1OC
    1.0 | 1 | 3 | -3 | -3 | · | 3
> COCCNc1nc(NCCOc2ccccc2)c2sc(-c3ccccc3)cc2n1
    4.3 | 0 | 0 | -4 | · | 0 | -3
> COCCCNC(=S)Nc1c(C)cc(C)cc1C
    -3.4 | 2 | · | 7 | 4 | · | -2
> CC(C)NC(=O)N(C)C[C@@H]1OCCCC[C@H](C)Oc2ccc(NC(=O)Nc3ccc(C(F)(F)F)cc3)cc2C(=O)N([C@@H](C)CO)C[C@@H]1C
    4.2 | 3 | -3 | 0 | 2 | -5[16.7 µM] | 0
> C[C@H](CO)N1C[C@H](C)[C@@H](CN(C)C(=O)C2CCC2)Oc2ncc(C#CCc3ccccc3)cc2C1=O
    1.3 | 60* | 1 | 4 | -3 | 64[16.7 µM] | 2
> COc1ccc2c3c([nH]c2c1)[C@H](CO)N(C(=O)NC(C)C)CC31CCN(C(=O)NC2CCCC2)CC1
    1.4 | 19 | -4 | 2 | · | · | ·
> Cc1ccc(N2CC(C(=O)N3CCOCC3)CC2=O)cc1C (configuration not stated)
    4.8 | -6 | 0 | 4 | 0 | -9 | 1
> CC(C)C[C@@H](CSc1ccccc1)N1CCN(CC(C)C)CCC1=O
    3.6 | 0 | -1 | -5 | · | 3 | -2
> COC(=O)c1cn(C(=O)c2cccc(C)c2)c2ccccc12
    -1.2 | -1 | 0 | -1 | -3 | -6 | 0
> CCC(C(=O)OCC(=O)Nc1cc(OC)ccc1OC)c1ccccc1 (configuration not stated)
    -1.8 | 8 | 0 | 1 | -2 | · | 1

Whole records, quoted from the list.
Cc1ccccc1S(=O)(=O)NC(=O)C1(C)CCN1C(=O)Cc1ccc(Cl)cc1Cl (configuration not stated) in the list: F508del corr: 2.3; DENV2 CPE: -6; ERAP1 HTS inh: 9; ERp5 inh: -1; SIRT5 inh: -2; miR122 inh: ·; CASP6 VEID inh: -1
CCC(C(=O)OCC(=O)Nc1cc(OC)ccc1OC)c1ccccc1 (configuration not stated) in the list: F508del corr: -1.8; DENV2 CPE: 8; ERAP1 HTS inh: 0; ERp5 inh: 1; SIRT5 inh: -2; miR122 inh: ·; CASP6 VEID inh: 1

Next records follow.
Under each structure – F508del corr | DENV2 CPE | ERAP1 HTS inh | ERp5 inh | SIRT5 inh | miR122 inh | CASP6 VEID inh
> OC1CCN(C(=S)Nc2ccc(Oc3ccccc3)cc2)CC1
    -1.9 | -3 | 0 | 0 | -5 | · | -1
> CC(=O)N1CCOc2ccc(S(=O)(=O)NCc3ccc(Cl)cc3)cc21
    0.7 | 0 | -3 | 0 | -3 | 4 | 2
> COc1ccc(Cl)c2sc(NC(=O)C3=COCCO3)nc12
    0.2 | -6 | 2 | 0 | 0 | · | 0
> CCC(=O)N1[C@H](CN(CC)C(=O)c2cccc(F)c2)[C@H](c2ccccc2)[C@@H]1CO
    1.9 | -7 | · | 0 | 13 | 125*[16.7 µM] | ·
> C[C@H](CO)N1C[C@H](C)[C@@H](CN(C)C(=O)Nc2ccccc2)OCc2cn(nn2)CCCC1=O
    -1.8&-2.3&0.4 | 6&-6 | 0 | 1&2 | 1&-2 | -3&4[16.7 µM] | -1&-1
> Cc1c(NC(=O)C2CCCN2S(=O)(=O)c2cccc3nsnc23)cccc1C(=O)O (configuration not stated)
    0.2 | -5 | 0 | 5 | · | -1 | 2

Bioassay records from PubChem.
